ABHD5-PLIN5 inh – ABHD5-PLIN5 interaction inhibitors, primary screen, cell lysate, split luciferase complementation, luminescence. Split G. princeps luciferase complementation, 4 h. inhibition, % at 4 µM. hit rate 0.78% among 360,000;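 active means inhibition above the mean inhibition across every tested compound plus 3 SD, cut at about 22% in these data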;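 further: 0% = DMSO only wells and the 100% control is not disclosed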
Granule exo inh – LAMP-1 surface exposure blockers, TALL-104 cells – cell-based, flow cytometry, MLPCN library, primary screen; TALL-104 LAMP-1 surface exposure; cells stimulated with thapsigargin and PMA; inhibition, % at 10 µM; AID 651702, 2012; hit rate 0.66% among 360,000;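 active means inhibition above about 55%, limit read from the data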
NR2F2 inh – NR2F2 transcriptional activity inhibitors, primary screen, cell-based, luciferase reporter, HEK293T, luminescence; AID 686940, 2013; inhibition, % at 8.6 µM; HEK293T NGFI-A luciferase reporter; COUP transcription factor 2 (Homo sapiens), P24468; hit rate 0.7% among 370,000;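 active means inhibition above a per-plate cutoff, mean inhibition of test wells between control levels plus 3 SD, cut at about 38% in these data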;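 further: cells cotransfected with COUP-TFII expression vector driving the NGFI-A reporter; 0% = median of COUP-TF2 test wells and 100% = reporter-only cells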
Target sequence (P24468 whole entry, looked up): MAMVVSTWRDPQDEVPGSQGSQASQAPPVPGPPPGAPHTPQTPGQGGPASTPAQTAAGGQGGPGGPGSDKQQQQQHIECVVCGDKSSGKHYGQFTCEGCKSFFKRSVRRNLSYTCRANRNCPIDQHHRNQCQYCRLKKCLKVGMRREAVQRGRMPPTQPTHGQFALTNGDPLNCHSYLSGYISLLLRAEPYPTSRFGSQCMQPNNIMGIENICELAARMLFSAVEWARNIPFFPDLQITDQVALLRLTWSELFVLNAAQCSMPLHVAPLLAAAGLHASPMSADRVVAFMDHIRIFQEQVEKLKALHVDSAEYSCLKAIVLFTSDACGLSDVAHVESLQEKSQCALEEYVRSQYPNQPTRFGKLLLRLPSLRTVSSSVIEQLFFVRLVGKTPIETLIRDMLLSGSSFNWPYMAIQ
NOD2-RIPK2 inh – NOD2-RIPK2 binding disruptors in cells, primary screen, fluorescence, CHO cells, BLA complementation. AID 624267, 2012. inhibition, % at 4.98 µM. Receptor-interacting serine/threonine-protein kinase 2 (Homo sapiens), O43353. CCF4 ratio. hit rate 0.38% among 360,000; in the data active means inhibition above about 21%;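 further: 0% = vehicle only and 100% = reference blocker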
Target sequence (O43353 whole entry, looked up): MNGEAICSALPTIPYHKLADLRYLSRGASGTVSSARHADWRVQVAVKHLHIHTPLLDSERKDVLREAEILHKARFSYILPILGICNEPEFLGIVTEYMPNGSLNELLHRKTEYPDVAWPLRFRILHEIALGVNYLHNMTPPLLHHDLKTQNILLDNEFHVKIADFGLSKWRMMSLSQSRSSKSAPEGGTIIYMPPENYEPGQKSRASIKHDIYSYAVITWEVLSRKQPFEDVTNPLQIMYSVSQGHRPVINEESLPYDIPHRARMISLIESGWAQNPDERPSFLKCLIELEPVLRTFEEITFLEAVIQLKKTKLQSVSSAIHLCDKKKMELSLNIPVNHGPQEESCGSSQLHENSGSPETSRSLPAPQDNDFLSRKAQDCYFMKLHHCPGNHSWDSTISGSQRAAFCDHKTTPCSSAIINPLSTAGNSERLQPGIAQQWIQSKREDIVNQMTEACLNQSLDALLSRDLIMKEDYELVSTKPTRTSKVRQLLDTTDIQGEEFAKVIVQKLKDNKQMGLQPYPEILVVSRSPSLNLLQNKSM
SRC3 inh – SRC3 coactivator transcriptional activity inhibitors, primary screen, cell-based, luminescence. HEK293 GAL4-SRC3 luciferase reporter. inhibition, % at 3.6 µM. hit rate 0.17% among 360,000. AID 588352, 2011;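 active means inhibition above a per-campaign cutoff, the mean of all compounds plus 3 SD, cut at about 60% in these data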;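 further: 0% = DMSO-treated cells and 100% = gossypol-treated cells at 36 µM; higher means less SRC3-driven luciferase light from the GAL4 reporter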
TLR9-MyD88 inh – inhibitors of TLR9-MyD88 association in cells, primary screen, cell-based, CHO, BLA complementation, fluorescence. Toll-like receptor 9 (Homo sapiens) + Myeloid differentiation primary response protein …. CCF4 FRET ratio. inhibition, % at 4.98 µM. hit rate 0.21% among 340,000. AID 504734, 2011;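 active means inhibition above the mean over all tested compounds plus 3 SD, cut at about 21% in these data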;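 further: 0% = DMSO only wells and 100% = clavulanate BLA inhibitor control wells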
TROY NFkB inh – inhibitors of TROY-driven NF-kB signaling, primary screen, Q293 LMP1-TROYcd cells, NF-kB luciferase, uHTS | hit rate 0.98% among 360,000 | inhibition, % at 10 µM | AID 1347056, 2019 | Q293 LMP1-TROYcd NF-kB luciferase reporter, 4 h;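 active means compounds whose plate-normalised and pattern-corrected inhibition of the luciferase reporter signal at the single screening dose is 50% or more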
LRH-1 inv ag – LRH-1 (NR5A2) inverse agonists, primary screen, cell-based, luminescence, HEK293T, StAR-luciferase reporter; LRH-1 transfected, 24 h; inhibition, % at 3.6 µM; AID 602396, 2012; Nuclear receptor subfamily 5 group A member 2 (Homo sapiens), O00482; hit rate 0.13% among 360,000;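 active means inhibition above the mean inhibition of all tested compounds plus 3 SD, cut at about 73% in these data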;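 further: 0% = DMSO wells and 100% = reporter-only cells lacking LRH-1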
SRC2 inh – inhibition of GAL4-SRC2 driven luciferase reporter, primary screen, SRC2 inhibitor project, cell-based, luminescence. HEK293 GAL4-SRC2 luciferase reporter. Nuclear receptor coactivator 2 (Homo sapiens), Q15596. hit rate 0.17% among 370,000. inhibition, % at 9 µM;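 active means inhibition above the mean inhibition of all tested compounds plus 3 SD, set per campaign, cut at about 52% in these data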;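 further: 0% = DMSO treated cells and 100% = cells given Gossypol at 36 µM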
TWEAK Fn14 block – inhibitors of TWEAK-Fn14 signaling, primary screen, luciferase reporter cells, uHTS | hit rate 2% among 360,000 | inhibition, % at 10 µM | AID 1159606, 2016 | TWEAK-stimulated Fn14 reporter cells, luciferase luminescence, 8 h; in the data active means inhibition above about 50%
SRC1 inh – SRC1 coactivator transcriptional activity inhibitors, primary screen, cell-based, luminescence; Nuclear receptor coactivator 1 (Homo sapiens), Q15788; HEK293 GAL4-SRC1 luciferase reporter; inhibition, % at 3.6 µM; hit rate 0.12% among 360,000; AID 588354, 2011;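 active means inhibition above the campaign mean plus 3 SD, with each screening campaign given its own cutoff, cut at about 60% in these data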;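 further: 0% = DMSO treated cells and 100% = gossypol at 36 µM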
The depositor's hits bear a star; . = no result given. An excerpt; count on the stated rates, not on these rows.

mol	NR2F2 inh	TWEAK Fn14 block	TROY NFkB inh	NOD2-RIPK2 inh	SRC3 inh	TLR9-MyD88 inh	Granule exo inh	SRC2 inh	SRC1 inh	ABHD5-PLIN5 inh	LRH-1 inv ag
Cc1nc2ccc([N+](=O)[O-])cc2c(=O)n1Cc1cccc(F)c1	-3	8	27	-2	1	-10	-3	-15	-2	-6	6
Cc1ccc(Cc2c(-c3ccco3)nc3ccc(C)cn23)cc1	-4	3	-9	8	-37	.	26	-45	-32	37*	-35
CCOc1ccc(C(=O)NC(=S)Nc2ccc(N3CCCCC3)cc2)cc1[N+](=O)[O-]	1	15	17	-4	-2	6	-2	-17	-13	-5	4
O=C(CN1C(=O)/C(=C2/SC(=S)N(CCS(=O)(=O)O)C2=O)c2ccccc21)Nc1cccc(Br)c1	-1	0	-3	-4	-1	2	-1	-35	3	-10	4
C/C(=N/Nc1ccc(C)cc1)C1(C)N(O)C(C)(C)C(c2ccco2)=[N+]1[O-] (stereo not given)	-5	-13	5	-7	6	2	3	-4	4	2	9
COc1ccc(/C=N/NC(=O)CNC(=O)C2COc3ccccc3O2)cc1OC (stereo not given)	-11	8	-1	0	13	-9	2	2	3	0	-4
COc1ccc(C(OC(=O)c2ccco2)C(=O)NC(C)(C)C)cc1OC (stereo not given)	-9	-1	-20	-38	2	-11	-2	-10	-26	-4	8
CCOc1ccc(NC(=O)c2c(NC(=O)CNCCN3CCOCC3)sc3c2CCC3)cc1	12	-2	28	-14	4	3	4	10	-44	-4	15
CC/C(=N\NC(=O)c1ccc(N2CCCC2=O)cc1)c1ccccc1	-1	14	4	-5	14	5	-18	8	-5	-5	-15
O=C(Nc1ccc(Oc2cccc3ccccc23)cc1)c1ccco1	-6	23	19	11	-25	5	0	-19	-17	-5	-46
CCc1nnc(NC(=O)CSc2nnc(-c3c[nH]c4ccccc34)n2CCOC)s1	-6	18	4	-8	25	-7	2	-7	10	3	-6
CCn1nnnc1SCC(=O)Nc1nnc(C(C)C)s1	-12	-4	-5	2	-2	0	2	-35	-8	-3	-11
COc1cccc(C(=O)Nc2ccc(NC(=O)C3CCCCC3)nc2)c1	3	17	-5	0	8	-8	24	-2	-4	2	2
O=C(CCCNS(=O)(=O)c1cccs1)N1CCN(c2cccc(Cl)c2)CC1	-4	23	17	1	0	-4	1	1	5	-4	4
Cc1ccc(S(=O)(=O)NCc2ccc3c(c2)cc(C)n3C)cc1	4	-3	3	-3	13	-10	-1	11	4	-4	0
CC(C)N(Cc1ccccc1)C(=O)CN1C(=O)NC2(CCCc3ccccc32)C1=O (stereo not given)	10	6	-13	-4	5	3	0	-8	-7	-4	8
O=C(c1ccc(Br)cc1)N1CCC(C(=O)N2CCN(c3ccccc3)CC2)CC1	23	-7	-14	-2	12	-7	7	-17	9	7	7
Fc1ccc(-c2ccnc3nc(-n4cccc4)nn23)cc1	2	-28	-10	5	9	4	-6	-15	7	5	10
CN(C)c1ncc([N+](=O)[O-])cc1C(F)(F)F	-3	14	2	-6	25	-6	0	-14	-21	3	2
Cc1ccccc1C(=O)N1CCC(C(=O)NC2CCCCCC2)CC1	1	4	-5	-3	-2	0	-6	-2	7	3	8

Ordered by molar mass (descending): part of the list above
mol	NR2F2 inh	TWEAK Fn14 block	TROY NFkB inh	NOD2-RIPK2 inh	SRC3 inh	TLR9-MyD88 inh	Granule exo inh	SRC2 inh	SRC1 inh	ABHD5-PLIN5 inh	LRH-1 inv ag
Cc1ccccc1C(=O)N1CCC(C(=O)NC2CCCCCC2)CC1	1	4	-5	-3	-2	0	-6	-2	7	3	8
Fc1ccc(-c2ccnc3nc(-n4cccc4)nn23)cc1	2	-28	-10	5	9	4	-6	-15	7	5	10
CN(C)c1ncc([N+](=O)[O-])cc1C(F)(F)F	-3	14	2	-6	25	-6	0	-14	-21	3	2

Random excerpt: six compounds from above, in no set order.
mol	NR2F2 inh	TWEAK Fn14 block	TROY NFkB inh	NOD2-RIPK2 inh	SRC3 inh	TLR9-MyD88 inh	Granule exo inh	SRC2 inh	SRC1 inh	ABHD5-PLIN5 inh	LRH-1 inv ag
C/C(=N/Nc1ccc(C)cc1)C1(C)N(O)C(C)(C)C(c2ccco2)=[N+]1[O-] (stereo not given)	-5	-13	5	-7	6	2	3	-4	4	2	9
CCc1nnc(NC(=O)CSc2nnc(-c3c[nH]c4ccccc34)n2CCOC)s1	-6	18	4	-8	25	-7	2	-7	10	3	-6
CC(C)N(Cc1ccccc1)C(=O)CN1C(=O)NC2(CCCc3ccccc32)C1=O (stereo not given)	10	6	-13	-4	5	3	0	-8	-7	-4	8
Fc1ccc(-c2ccnc3nc(-n4cccc4)nn23)cc1	2	-28	-10	5	9	4	-6	-15	7	5	10
O=C(Nc1ccc(Oc2cccc3ccccc23)cc1)c1ccco1	-6	23	19	11	-25	5	0	-19	-17	-5	-46
CCn1nnnc1SCC(=O)Nc1nnc(C(C)C)s1	-12	-4	-5	2	-2	0	2	-35	-8	-3	-11

(listing goes on)
mol	NR2F2 inh	TWEAK Fn14 block	TROY NFkB inh	NOD2-RIPK2 inh	SRC3 inh	TLR9-MyD88 inh	Granule exo inh	SRC2 inh	SRC1 inh	ABHD5-PLIN5 inh	LRH-1 inv ag
NC(=O)c1ccsc1NC(=O)COC(=O)/C=C/c1ccccc1	14	23	48	0	3	3	-4	-2	-6	-9	11
Cc1ccc(C)c(S(=O)(=O)NC2CCS(=O)(=O)C2)c1 (stereo not given)	-16	4	-22	10	14	4	-17	4	-13	2	1
O=C(NN=Cc1c(F)c(F)c(F)c(F)c1F)c1ccc(NS(=O)(=O)c2cccs2)cc1	-6	44	0	1	-10	0	3	-14	-1	-12	-17
COc1cc(CCC(=O)OCn2nnc3ccccc3c2=O)cc(OC)c1OC	-2	-10	18	-5	-11	-9	-1	-1	-33	-2	-2
COc1cc(Cl)cc(C(c2c(C(=O)O)[nH]c3ccccc23)c2c(C(=O)O)[nH]c3ccccc23)c1O	1	-4	14	3	1	-8	1	5	-6	-10	10
C#CC[N+](C)(C)CCCCCCCC	5	-6	9	-3	11	-14	-2	15	8	-4	2
COC(=O)C1N2C(=O)[C@@H](NC(=O)COc3ccccc3)[C@H]2SC1(C)C (stereo not given in full)	-7	2	-11	-4	-5	2	4	-7	-17	-3	-24
FC(F)(F)c1cc(-c2cccs2)nc2cc(-c3cccs3)nn12	-14	-3	-22	7	7	.	-2	-16	-27	-10	9
CCc1cccc(CC)c1NC(=O)COc1ccccc1C(=O)c1cc(C#N)c(=O)n(C2CCCCC2)c1	17	20	13	-1	5	-11	-1	14	9	-3	8
CC(C)(C)C(=O)N1CCN(c2ccnc3cc(Cl)ccc23)CC1	9	10	13	-4	11	1	-5	15	-1	-6	7
CC(=O)c1ccc(NC(=O)C2CCN(S(=O)(=O)c3cccc4cccnc34)CC2)cc1	16	22	2	-2	7	-11	-4	-2	-2	-3	3
CCn1c2ccccc2c2cc(/C=C(/C#N)C(N)=S)ccc21	1	1	12	-2	5	-1	19	11	10	-11	24
CCOC(=O)/C(=C\c1ccc([N+](=O)[O-])cc1)C(=O)c1cc(C(C)=O)c(Nc2ccccc2)s1	-3	104*	1	3	-15	2	51	13	-9	-3	-5
CCn1c(C)cc(C(=O)COC(=O)CNC(=O)c2ccco2)c1C	-1	-16	3	-10	10	-7	3	5	-28	1	1
CC1(C)c2ccccc2-c2nc3ccccc3cc2C1N1CCOCC1 (stereo not given)	-15	1	3	-2	6	1	-4	25	-11	-7	12
Cc1cccc(C)c1NC(=O)NC1(C(=O)NCC2CCCO2)CCCCC1 (stereo not given)	-1	4	-21	-18	-1	-6	0	-4	10	4	14
COc1ccc(OC)c(CN2CCN(c3ccccc3OC)CC2)c1	11	2	-18	-20	-2	3	0	-25	5	5	7
O=c1[nH]c2cc3c(cc2cc1CN(Cc1ccc2c(c1)OCO2)Cc1nnnn1CC1CCCO1)OCO3 (stereo not given)	-3	13	-23	-3	7	9	-2	2	0	-5	18
Cc1ccc(C)c(C(=O)C(C)OC(=O)c2cccn2C)c1 (stereo not given)	13	11	-20	-9	-3	-3	1	-9	-11	-8	12
Cc1ccc(C([O-])=C(C(=S)NCc2ccccc2)[n+]2cccc(CO)c2)cc1[N+](=O)[O-]	4	0	-3	-8	-32	-4	7	-13	-31	-8	-6
CCOC(=O)C1=CCN(S(=O)(=O)c2ccc(C)cc2)C1c1cccc2ccccc12 (stereo not given)	19	5	-11	-6	-16	.	-1	19	-19	6	-2
CCn1c2ccccc2c2cc(NC(=O)COC(=O)c3ccc(NC(=O)CC#N)cc3)ccc21	3	-45	0	13	22	0	-1	7	17	-7	4
O=C(Nc1nc(-c2ccccc2)cs1)c1cccc([N+](=O)[O-])c1C(=O)O	-5	4	1	-5	-15	-1	-1	-26	-2	0	11
CCC(=O)c1cc2c(C)cc(=O)oc2c(C)c1O	-14	-39	-7	-8	-4	-5	6	18	9	-7	0
Cc1ccc(/C=N/NC(=O)c2cccs2)o1	-27	-24	-25	-13	-8	-9	2	-15	-20	-3	-115
CN1C(=O)C(C)(C)c2cc(S(=O)(=O)NCc3ccc(Cl)cc3)ccc21	5	-4	-5	5	8	0	2	5	-10	0	15
CCOc1cc(N2CCOCC2)c(OCC)cc1NC(=O)CC12CC3CC(CC(C3)C1)C2	20	9	6	1	7	-8	2	-9	4	-4	2
O=C(O)CCCn1cc(NC(=O)c2c(F)cccc2F)cn1	-21	10	4	1	8	-15	0	10	-8	-5	8
N=c1c2c(n(Cc3cccc(Cl)c3)c3c1CCC3)CCCC2	65*	36	23	-11	52	-12	-4	0	48	9	75*
CCOC(=O)CN(C(=O)CSc1nnc(CNc2ccc(F)cc2)n1C)c1ccccc1	4	-6	-20	0	-24	3	1	1	-6	0	9
O=c1[nH]c(CN2CCN(Cc3ccccc3)CC2)nc2scc(-c3ccccc3)c12	8	1	14	-8	19	2	9	9	-18	7	7
Cc1ccc(C(=O)N2C(=O)c3cccc(N)c3C2=O)o1	10	-13	-50	-3	-12	-5	-5	-16	-7	-2	-12
CON/C=C(\C=Nc1ccc(Cl)cc1)c1ncc(C(F)(F)F)cc1Cl	-18	12	1	-4	-5	-8	-4	15	-5	2	-3
Cc1c(NC(=O)COC(=O)c2c3c(nc4ccccc24)CCCC3)c(=O)n(-c2ccccc2)n1C	-2	-11	17	-17	8	-1	-1	-11	4	3	-2
